# GAA glycogen: alters human alpha-glucosidase cleavage of glycogen; P10253; recombinant GAA, glycogen substrate, Amplex Red glucose oxidase fluorescence; Potency, µM (highest dose often 76.4 µM), without a hit: at the top dose activity change, negative = inhibition, most hits filed as inhibitors; hit rate 0.38% among 300,000; active = well fitted inhibition curve with a large enough effect; inconclusive = small, poorly fitted or top-dose-only effect, or another doubt; inactive = no such curve, though single readings can be large or run the other way;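 note: 0% = full enzyme reaction and -100% = no-enzyme basal signal; the screen sought inhibitors and activators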
#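 Recombinant human alpha-glucosidase (4 nM final) hydrolysed bovine liver glycogen (30 ug) for 40 min at 37 C in pH 5.0 citrate/phosphate with 0.01% Tween-20. Released glucose detected by glucose oxidase/Amplex Red, Ex 573/Em 610 nm. Compounds up to 77 uM; AC50 from Hill fits.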
# * hit, by the source's call; ? = inconclusive; & = joins results of further samples; [ ] = dose if it differs, or a comment. Potency is the fitted concentration of half-maximal effect.
# Start of the data: the first 6 entries, ahead of the listing:
SMILES,GAA glycogen
COc1ccc2c(c1)CCCC2NS(=O)(=O)OCC(Cl)(Cl)Cl (stereo not drawn),6%[76.3 µM]
CCOc1cc(C(=O)Nc2cc3c(cc2N2CCOCC2)n(C)c(=O)n3C)cc(OCC)c1OCC,2%&-4%[76.3 µM]
COc1ccc(N2CCN(C3CCCN(C(=O)CSC)C3)CC2)cc1 (stereo not drawn),-11%[76.3 µM]
CCOc1ccccc1CNC(=O)CCc1cn(C)c2ccccc12,-14%
Cc1ccc(OCC(=O)Nc2nonc2-c2ccc(Br)cc2)cc1C,8%[76.3 µM]
CC(=O)Nc1ccc(S(=O)(=O)NC2CCCCCC2)cc1,8%[76.3 µM]

# The list itself, previewed entries included:
SMILES,GAA glycogen
COc1ccc2c(c1)CCCC2NS(=O)(=O)OCC(Cl)(Cl)Cl (stereo not drawn),6%[76.3 µM]
CCOc1cc(C(=O)Nc2cc3c(cc2N2CCOCC2)n(C)c(=O)n3C)cc(OCC)c1OCC,2%&-4%[76.3 µM]
COc1ccc(N2CCN(C3CCCN(C(=O)CSC)C3)CC2)cc1 (stereo not drawn),-11%[76.3 µM]
CCOc1ccccc1CNC(=O)CCc1cn(C)c2ccccc12,-14%
Cc1ccc(OCC(=O)Nc2nonc2-c2ccc(Br)cc2)cc1C,8%[76.3 µM]
CC(=O)Nc1ccc(S(=O)(=O)NC2CCCCCC2)cc1,8%[76.3 µM]
CCOC(=O)c1c(NC(=O)COc2cccc(C)c2C)sc(C(C)=O)c1C,1%[76.3 µM]
Cc1cc(NC(=O)c2cc(-c3ccc(Cl)cc3)on2)n(-c2ccccc2)n1,-3%[76.3 µM]
C=CCNc1nc(Nc2cc(Cl)ccc2OC)nc(OC)n1,-11%[76.3 µM]
CCOC(=O)c1ccc(N2C(=O)c3n[nH]c(C)c3C2c2ccccc2OC)cc1 (stereo not drawn),1%[76.3 µM]
O=C(Nc1c2c(nn1-c1ccc(F)cc1)CS(=O)(=O)C2)C1CCCC1,11%[76.3 µM]
COC(=O)c1c(NC(=O)c2ccccc2F)sc(C(=O)N2CCOCC2)c1C,-1%
CC1(C(=O)N2CCC(CC3CC(c4cccc(Br)c4)=NO3)(C(=O)NCC3CCCCC3)CC2)CC1 (stereo not drawn),15%[76.3 µM]
CCOC(=O)c1c(-c2ccc(Br)cc2)csc1NC(=O)c1ccccc1F,10%[76.3 µM]
O=C(O)CCn1cnc2onc(-c3cc(F)cc(F)c3)c2c1=O,-3%[76.3 µM]
COc1ccccc1N1CCN(Cc2cc3c(cc2O)OCO3)CC1,?
Cc1ccn2c(Nc3ccc4c(c3)OCCO4)c(-c3ccc(C)s3)nc2c1,?
COc1ccc(S(=O)(=O)n2cnc3ccccc32)cc1OC,-14%[76.3 µM]
COc1ccc(N2CCN(S(=O)(=O)c3ccc(CC(C)C)cc3)CC2)cc1,11%[76.3 µM]
CCOC(=O)N/N=C\c1ccc(OC/C=C/c2ccccc2)cc1,-2%[76.3 µM]

# Some of the entries above in a different format.
Compound	GAA glycogen
C=CCNc1nc(Nc2cc(Cl)ccc2OC)nc(OC)n1	-11%[76.3 µM]
CCOC(=O)c1ccc(N2C(=O)c3n[nH]c(C)c3C2c2ccccc2OC)cc1 (stereo not drawn)	1%[76.3 µM]
O=C(Nc1c2c(nn1-c1ccc(F)cc1)CS(=O)(=O)C2)C1CCCC1	11%[76.3 µM]

# Going on with the list.
SMILES,GAA glycogen
COc1ccc(N(CC(=O)NC2CCCCC2)C(=O)c2snc(C(N)=O)c2N)cc1,1%
Cc1ccc(CNC(=O)Cc2c(C)c3cc4c(C)coc4cc3oc2=O)cc1,0%[76.3 µM]
O=[N+]([O-])c1ccccc1OCCNCc1ccccc1,8%[76.3 µM]
Cc1ccc(CNC(=O)Cn2cc(S(=O)(=O)Cc3ccccc3F)c3ccccc32)cc1,-6%[76.3 µM]
O=C(CCN1C(=O)S/C(=C\c2ccc(Cl)cc2)C1=O)Nc1ccc(C(=O)O)cc1,-8%[76.3 µM]
CC(=O)N1CCc2cc(S(=O)(=O)CCC(=O)N3CCN(c4ccccc4)CC3)ccc21,8%[76.3 µM]
COc1ccc(NC(=O)c2cc(S(=O)(=O)N3CCCCC3)c[nH]2)cc1,18%[76.3 µM]
Cc1cc(OCCN2CCOCC2)ccc1C(C)C,4%
Cc1c(C)c2c(OCC(=O)N[C@@H](C)C(=O)O)cc3c(c2oc1=O)CCC(C)(C)O3,4%
COc1cccc(C(=O)N2CCN(Cc3ccc(OC)cc3OC)CC2)c1,2%[76.3 µM]
CCC(CC)C(=O)Nc1ccc2nc(SCC(=O)N3CCOCC3)sc2c1,7%[76.3 µM]
CCCN(C(=O)Cn1ncc2c([nH]c3ccccc32)c1=O)c1ccccc1C,-2%[76.3 µM]
COc1ccc(C(=O)CCN2CCCC(C)C2)cc1 (stereo not drawn),10%
CCc1ccccc1NC(=O)C1=CC(c2ccc3c(c2)OCO3)=NS(=O)(=O)N1C,14%[76.3 µM]
COC(=O)c1ccc(S(=O)(=O)N2CCc3ccccc3C2)cc1,-11%[76.3 µM]
COc1ccc(CC(=O)Nc2sc3c(c2C(=O)Nc2ccc(C)cc2)CCCCC3)cc1,-3%[76.3 µM]
COc1ccc(Cc2nnc(SCC(=O)Nc3ccccc3C#N)o2)cc1,-4%[76.3 µM]
CCOC(=O)c1c(NC(=O)c2ccc(S(=O)(=O)N(C)CC3CCCO3)cc2)sc2c1CCN(C)C2 (stereo not drawn),-2%[76.3 µM]
CCC(C)(C)NC(=O)C(c1ccccc1Cl)N(C(=O)CCC(=O)Nc1cc(C)on1)C1CC1 (stereo not drawn),-8%
Cc1cn(S(=O)(=O)c2ccc(F)c(Cl)c2)cn1,-12%[76.3 µM]
CCCN1Cc2cccc(C(=O)Nc3ccc(OC)cc3OC)c2C1=O,16%[76.3 µM]
CC(=O)c1cccc(NC(=O)C2CCN(C(=O)c3ccccc3Cl)CC2)c1,-10%[76.3 µM]
COc1ccc(-c2cc3c(=O)n(CC(=O)NCc4ccc(Cl)cc4)ncn3n2)cc1,0%[76.3 µM]
CCOc1ccccc1CNC(=O)CCCN1C(=O)COc2ccc(C)cc21,13%[76.3 µM]
CCN(CC)S(=O)(=O)c1cccc(NC(=O)CC2CCCC2)c1,2%
CCOc1ccccc1N=NC1C(=O)N(C(N)=S)N=C1C (stereo not drawn),-2%
Cc1ccc(NC(=O)N2CCC(C(=O)c3ccc(F)cc3)CC2)cc1,-22%
COC(=O)C(CCSC)NC(=O)c1cc2c(n(-c3ccc(C)cc3)c1=O)CC(C)(C)CC2=O (stereo not drawn),19%[76.3 µM]
CCc1ccc(NC(=O)Nc2ccc3c(c2)CCC3)cc1,-8%[76.3 µM]
S=c1[nH]nc(COc2ccccc2)n1/N=C/c1ccc(Br)cc1,3%
Cc1ccc(COc2cccc(/C=N/NC(=O)c3nnn(-c4nonc4N)c3C)c2)cc1,-1%[76.3 µM]
Cc1ccc(-c2noc(-c3ccccc3NC(=O)c3ccccc3)n2)cc1,-13%[76.3 µM]
CCCc1nnc(SCC(=O)Nc2ccc3c(c2)OCCO3)n1CCOC,7%
COc1ccccc1C(=O)NC1CCCc2ccccc21 (stereo not drawn),-18%
Cc1ccc(CNC(=O)C2CCN(S(=O)(=O)N3CC(C)CC(C)C3)CC2)cc1 (stereo not drawn),-17%[76.3 µM]
Cc1cc(NC(=O)C(C)SCC(=O)OCc2c(Cl)cccc2Cl)no1 (stereo not drawn),-15%[76.3 µM]
CCCCNC(=O)N(O)C1N(/N=C/c2ccc(N(C)C)cc2)C(=S)SC1(C)C (stereo not drawn),-6%
Cc1ccc(N2CC(C(=O)NCc3nnnn3-c3ccc(C)c(C)c3)CC2=O)cc1 (stereo not drawn),-1%[76.3 µM]
O=C(Nc1ccccc1C(=O)O)c1cccc(NC(=O)c2ccccc2Cl)c1,15%[76.3 µM]
CCCN1CCN(CCCNC(=O)c2ccc3c(c2)sc2nc(-c4ccc(OCC)cc4)cn23)CC1,-5%[76.3 µM]
CCCSc1ncc(Cl)c(C(=O)N(Cc2ccc(Cl)cc2)Cc2ccco2)n1,5%[76.3 µM]
CC1=NN(c2ccccc2)C(=O)/C1=C/c1ccc(Cl)cc1,0%[76.3 µM]
COc1ccccc1/C=C/c1nc2ccccc2n1C(C)C,-13%[76.3 µM]
COc1ccc(NC(=O)CN(C)C(=O)CCc2ccccc2)cc1,10%[76.3 µM]
CSc1ncc(Cl)c(C(=O)Nc2cc(C(F)(F)F)ccc2Cl)n1,6%[76.3 µM]
CCCC(=O)N1CCN(c2ccc(NC(=O)c3ccc4c(c3)OCCO4)cc2)CC1,-8%[76.3 µM]
COc1cc(CNC(=O)CCC(=O)N2C[C@H]3C[C@H](C2)c2cccc(=O)n2C3)cc(OC)c1OC,15%[76.3 µM]
O=C(c1ccccc1)N(Cc1ccccc1)Cc1ccccc1,-12%[76.3 µM]
CCn1nc(NS(=O)(=O)c2ccccc2)c2cc3ccccc3nc21,-7%[76.3 µM]
CCOC(=O)Cn1c(-c2ccc(OC)cc2)c(-c2ccc(OC)cc2)nnc1=O,-3%[76.3 µM]
CCOC(=O)c1cccc(NC(=O)c2cc3c(-c4cccc(OC)c4)nn(C)c3s2)c1,9%[76.3 µM]
Cc1ccc(C(C)C)cc1OCCn1cncn1,0%[76.3 µM]
COc1cc(-c2cc(OC)c3c(C)oc(C)c3c(=O)c2)ccc1OC(=O)c1ccccc1Cl,-8%[76.3 µM]
CCc1cc2c(=O)oc(-c3ccc(F)cc3)nc2s1,1%[76.3 µM]
COc1ccc(/C=C/C(=O)Nc2cccc(F)c2)cc1,10%[76.3 µM]
O=C(O)CCCC(=O)Nc1ccc2c(c1)oc1ccccc12,-2%[76.3 µM]
COc1ccc(C(=O)Nc2ccnn2C2CCN(Cc3cn(C)nc3C)CC2)cc1,0%[76.3 µM]
COc1ccc(Cl)cc1NC(=O)CN(C)C(=O)C12CC3CC(CC(Cl)(C3)C1)C2,1%[76.3 µM]
COc1cccc(OC)c1C(=O)N1CCNCC1,8%[76.3 µM]
CC[C@]1(c2ccccc2OC)C(=O)N(C(=O)OC)N1C(=O)OC,-10%[76.3 µM]

# The list goes on:
SMILES,GAA glycogen
COc1ccc(Nc2cc(Nc3cc(OC)c(OC)c(OC)c3)ncn2)cc1,1%
COc1ccccc1/C=C1\SC(=S)N(CCC(=O)NNC(=O)c2ccccc2OC)C1=O,-8%
Cc1ccc(C2C(=O)c3ccccc3C2=O)cc1,-14%
O=C(Cc1ccccc1)c1ccccc1C(=O)N1CCCCC1,-5%
O=C(NCC(=O)N1CCCCCC1)c1ccc(Br)cc1,5%[76.3 µM]
COc1ccc(S(=O)(=O)Nc2ccc3c(c2)n(C)c(=O)n3C)cc1C,0%
O=C(CC(c1ccccc1)c1cc(Cl)ccc1O)NCCCN1CCOCC1 (stereo not drawn),-23%[76.3 µM]
Cc1c([N+](=O)[O-])cc(C(=O)Nc2ccc3ncccc3c2)cc1[N+](=O)[O-],16%[76.3 µM]
CCOc1ccc(-c2nnc(SCC(=O)c3ccc(F)cc3)n2-c2ccccc2)cc1,-6%[76.3 µM]
COCCOC(=O)C1=C(C)NC(=O)NC1c1cc2c(cc1Br)OCO2 (stereo not drawn),2%
COc1ccc(/C=N/NC(=O)c2cc(-c3ccccc3)nc3ccccc23)c(OC)c1,-4%
CC1CCCCC1NS(=O)(=O)c1ccc2c(c1)CC(=O)N2C (stereo not drawn),-3%[76.3 µM]
COCCNC(=O)CCn1c(=O)[nH]c2cc(OC)c(OC)cc2c1=O,15%[76.3 µM]
O=C(c1ccc(F)cc1)c1ccc(N2CCCCC2)cc1,-12%
COC(=O)Cc1c(C)c2ccc(OC3CCCCC3=O)c(C)c2oc1=O (stereo not drawn),-11%
Nc1cccc2c(=O)c3ccccc3[nH]c12,-22%
COc1ccc(OC)c(NC(=O)CC(=O)Nc2ccc3nc4n(c(=O)c3c2)CCCCC4)c1,9%[76.3 µM]
O=C(Nc1ccc2nc3n(c(=O)c2c1)CCCCC3)c1ccccc1[N+](=O)[O-],-6%[76.3 µM]
CCOC(=O)c1c(NC(=O)Cc2ccccc2)sc2c1CC(C)(C)NC2(C)C,16%[76.3 µM]
CCc1ccc(Nc2n[n+](-c3ccccc3)c(-c3ccc(SC)cc3)s2)cc1,-4%[76.3 µM]
O=C(NC1CCN(C(=O)Nc2cccc(Cl)c2)CC1)c1ccco1,-1%
CN(CC(=O)Nc1ccc(F)c(F)c1)S(=O)(=O)c1cccs1,-2%
CCc1ccc(C(=O)Nc2cccc(-c3nn[nH]n3)c2)s1,-12%[76.3 µM]
Cc1ccc(S(=O)(=O)N2CCOC2CNC(=O)C(=O)NCCCc2ccccc2)cc1 (stereo not drawn),-10%[76.3 µM]
Cc1ccc(C)c(-n2nnc(C(=O)Nc3ccc(Br)cc3)c2C)c1,1%[76.3 µM]
CCNc1nc(N)nc(Oc2ccc(OCC(=O)OC)nn2)n1,-1%[76.3 µM]
COc1cc(NC(=O)c2ccccc2Cl)c2ncccc2c1,4%[76.3 µM]
CC(C)(C)OC(=O)CNC(=O)c1nc[nH]c1C(=O)N1CCc2ccccc2C1,13%[76.3 µM]
O=C(Nc1ccc2c(c1)CCC2)Nc1ccccc1Cl,3%[76.3 µM]
COc1ccc(OCC2NCCc3cc(OC)c(OC)cc32)cc1 (stereo not drawn),-12%[76.3 µM]
Cc1ccc(-c2cc(C(F)(F)F)n3nc(-c4cccc(Br)c4)cc3n2)cc1,18%[76.3 µM]
Cc1ccc(C)c(N2CCN(c3ncnc4c3nc3n4CCCC3)CC2)c1,-2%[76.3 µM]
Cc1c(CNC(C)CCc2ccccc2)c(C(=O)O)c(C)n1Cc1ccc(F)cc1 (stereo not drawn),15%[76.3 µM]

# Assay outcomes as filed in PubChem BioAssay.

# Some of the compounds tested; count on the stated rates, not on these rows.
